WT yeast gro inh – growth inhibition of WT yeast, mitochondrial fusion screen. mitochondrial fusion phenotypic screen, WT strain. inhibition, % at 10 µM. 190,000 tested, 2.1% active; in the data active = inhibition above about 58%; tested in S. cerevisiae
Myeloid diff MLP – promotes myeloid progenitor differentiation; ER-HoxA9 myeloid progenitors, lysozyme-GFP differentiation, flow cytometry; 360,000 tested, 1% active; calls only at 10 µM; AID 624256;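 active = normalized GFP-positive differentiation at or above the plate's own cutoff, the solvent-only control mean plus 3 SD; inconclusive = no clear call, values can overlap the other calls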;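 also: cells exposed to compound for four days before flow analysis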
MT stabilize HCS – stabilizes microtubules in HeLa cells | HeLa tubulin immunostaining HCS, 24 h; share of cells brighter than vehicle mean+2SD | % tubulin-high responders, % at 10 µM | 200,000 tested, 0.83% active;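 active = plate Z-score above 3 for both tubulin-high and condensed-nucleus cell shares, with cell loss under 80%, at 10 µM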;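 also: anti alpha tubulin signal scored within the nucleus-defined area of each cell; some results filed as inactive read as strong as hits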
bCat nuc transl – beta-catenin nuclear translocation modulation; HeLa beta-catenin nuclear translocation, immunofluorescence imaging; nuclear translocation activity, % at 5 µM; 190,000 tested, 0.3% active;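 active = nuclear translocation activity above 50% at 5 µM, with a well cell count of 50 or more; inconclusive = wells under 50 cells across six images, flagged as toxic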;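 also: per-cell ratio of nuclear to cytoplasmic median beta-catenin stain intensity; plate controls were DMSO negative control for no effect and GSK-3 inhibitor IX positive control for full effect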
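Test system: human HeLa cells, native beta-catenin. Compound dosing: 5 µM primary single dose, 0.1% DMSO, 0.02–20 µM confirmation series. Incubation: compound exposure 24 h at 37°C. Detection: beta-catenin immunostaining with DAPI counterstain, 20x imaging, 6 fields/well. Read-out basis: Nuclear/cytoplasmic beta-catenin signal ratio, % activation.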
T cell modulator – modulates CD8 T cell binding to vesicles | 2C CD8+ T cell-vesicle binding, flow cytometry; hits give low values | calls only at 7 µM | 330,000 tested, 0.068% active;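 active = response, share of CD8 T cells binding vesicles, and their 90th percentile fluorescence all below set limits, cut at about 80% in these data, passing the limit was not always enough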
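incubation = binding step 1.5 h, 37 °C, antibody labelling 20 min, ice | test system = 2C mouse CD8+ T cells | read-out basis = percent CD8+ FL2 mean versus row control | controls = Peptide-free naked vesicles (low) and QL9 vesicles with 0.7% DMSO vehicle (high) | detection = flow cytometry of vesicle-bound cells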
Insulin prom up – MIN6 insulin promoter up-regulation; z-score at 5 µM; 190,000 tested, 0.3% active; MIN6 insulin promoter-GFP reporter, high-content imaging; hits give high values; AID 1625;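 active = z-score above 3 at 5 µM with at least 500 cells counted in the well; inconclusive = wells under 500 cells, flagged as cytotoxic or low count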
Hep lipid drop – modulators of hepatic lipid droplet formation; AID 1656; 240,000 tested, 0.4% active; AML12 mouse hepatocytes, oleate lipid droplets, BODIPY imaging; inhibition, % at 6.5 µM;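 active = lipid droplet intensity inhibited by at least 50%, with more than 500 cells counted; inconclusive = wells with under 300 cells, treated as cytotoxic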
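Material: mouse AML12 hepatocyte cell line, fixed after treatment; Timing: compound with oleate, overnight; Technique: high-content imaging of BODIPY-stained droplets and DAPI nuclei; Probe or stimulus: oleate, 100 µM final; Dosing: compound at 6.5 µM only.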
Autophagy mod – autophagy modulation, high-content screen. AID 463193. 190,000 tested, 0.98% active. calls only at 10 µM (by protocol). MEF GFP-LC3 puncta imaging; test concentration mostly 10 µM;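 active = percentage of spot-positive cells more than 3 SD above its plate mean, without a fluorescence outlier flag or 80% toxicity; inconclusive = no clear call, values can overlap the other calls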;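 also: spot-positive cell cutoff set from DMSO-treated cells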
West Nile antiviral – inhibition of WNV-induced cytopathic effect – cell-based, CPE readout (AID 1621); West Nile virus-infected cells, CPE inhibition; higher % means a stronger effect; 290,000 tested, 0.02% active; CPE inhibition, % at 10 µM, or IC50 in µM where a hit was titrated; in the data active = a potency from the dose series; inconclusive = CPE inhibition mostly from about 3.7% at the one dose, without a potency; inactive = the rest, 99 in 100 with CPE inhibition below about 2.2%; also: strong numbers were not always called active
WT yeast gro inh mutant strain – also measured in WT yeast gro inh; calls as there; inhibition, %; mitochondrial fusion phenotypic screen, mutant strain inhibition
Insulin prom up cell count – second read-out of Insulin prom up, no call of its own (marks repeat the call); cell count; measured here: cytotoxicity, nuclei count;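 total cells summed across four imaged fields per well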
Hep lipid drop cells 6.5 µM – recorded beside Hep lipid drop, whose call it bears; cell count; measured here: cell count, cytotoxicity flag;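 cells counted across two imaged fields per well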
bCat nuc transl cell count 5 µM – second read-out of bCat nuc transl, no call of its own (marks repeat the call); cell count; measured here: cell count, cytotoxicity flag
T cell modulator vesicle-bound % – recorded beside T cell modulator, whose call it bears; double positive events, %; measured here: CD8+ vesicle-bound cell fraction;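 binding gate set so that unloaded-vesicle control wells show 10% double positive cells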
MT stabilize HCS Hoechst-high % – also measured in MT stabilize HCS; calls as there; % Hoechst-high responders; measured here: nuclear condensation Hoechst responders;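 share of cells brighter than vehicle mean plus two SD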
MT stabilize HCS cytotoxicity % – recorded beside MT stabilize HCS, whose call it bears; toxicity, %; measured here: cytotoxicity by cell density;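 0% = mean cell density of plate MIN control wells and 100% = no cells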
Autophagy mod cell loss 18 h – also measured in Autophagy mod; calls as there; toxicity, %; measured here: cell loss, nuclei count;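 cell loss after 18 h compound exposure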
Myeloid diff MLP GFP+ MAC1+ % – further read-out of Myeloid diff MLP, marked with its call; GFP+ MAC1+ double positive, %; measured here: differentiation confirmed by MAC1 staining
* = called active by the depositor; i = inactive; u = inconclusive; x = not tested or not shown. Rows were taken by chance; any-hit rate near 3.9%.

Values run as follows: WT yeast gro inh, WT yeast gro inh mutant strain, Myeloid diff MLP, Myeloid diff MLP GFP+ MAC1+ %, MT stabilize HCS, MT stabilize HCS Hoechst-high %, MT stabilize HCS cytotoxicity %, bCat nuc transl, bCat nuc transl cell count 5 µM, T cell modulator, T cell modulator vesicle-bound %, Insulin prom up, Insulin prom up cell count, Hep lipid drop, Hep lipid drop cells 6.5 µM, Autophagy mod, Autophagy mod cell loss 18 h, West Nile antiviral
1: CCOC(=O)CNC(=S)N(Cc1ccccc1)Cc1ccccc1F
    6, -1, i, 0.8, 1.9, 1.6, 0.5, x, x, i, 50, -0.07, 1199, -13, 711, i, 2, -0.7%
2: Nc1c(C(=O)CCC(=O)O)oc2ccc(Cl)cc12
    10, 0, i, 3.0, 3.0, 2.0, 7.0, x, x, i, 13, 0.12, 941, x, x, x, x, 0.1%
3: O=C(CSc1ccccn1)Nc1ccc2ccccc2c1
    -15, -2, x, x, 2.2, 2.6, 7.4, 2.3, 907, i, 24, -0.45, 1526, 5, 705, i, -12, 0.8%
4: CCCn1c2ccccc2c2cnn(CC(=O)NCCCN3CCN(c4ccccc4)CC3)c(=O)c21
    x, x, i, 5.2, x, x, x, x, x, i, 16, x, x, 13, 760, x, x, -0.3%
5: Cc1nn(C(C)C(=O)NCc2cccs2)c(=O)c2nn(-c3ccccc3)c(C)c12 (stereo not drawn)
    x, x, i, 1.1, x, x, x, x, x, i, 30, x, x, -18, 671, x, x, -0.3%
6: Cc1c(C(=O)NCc2ccccc2)oc2ccc(S(=O)(=O)N3CCC4(CC3)OCCO4)cc12
    8, -8, i, 0.9, 4.7, 1.6, 7.8, -0.3, 1036, i, 36, 0.94, 1958, 36, 642, i, -2, -0.1%
7: COc1ccc(-c2noc(CNS(=O)(=O)c3ccc(NC(C)=O)cc3)n2)cc1
    x, x, i, 1.1, x, x, x, x, x, i, 16, x, x, -6, 758, x, x, 0.8%
8: O=C(c1ccco1)N1CCN(c2nc3ccccc3c(=O)n2-c2ccccc2)CC1
    7, -11, i, 0.5, 3.4, 2.1, 10, -1.2, 1297, i, 45, 0.65, 1528, x, x, i, 1, 1.7%
9: O=C(c1cccc(N2CCNC2=O)c1)N1CCCC(Nc2cccc(F)c2)C1 (stereo not drawn)
    x, x, i, 3.2, x, x, x, x, x, i, 8, x, x, 23, 709, x, x, 0.6%
10: Cc1sc2ncn(CC(=O)NCCCN3CCC(C)CC3)c(=O)c2c1S(=O)(=O)N1CCC(C)CC1
    x, x, i, 1.2, x, x, x, x, x, i, 27, x, x, -1, 749, x, x, -0.4%
11: Cn1c(-c2ccc(F)cc2)cnc1SCC(=O)N1CCCc2ccccc21
    17, 8, i, 0.4, 3.0, 2.2, 1.0, -3.7, 556, i, 6, u, x, -10, 645, i, -2, -1.2%
12: C1CCC2(CC1)OCC1(CO2)COC2(CCCCC2)OC1
    9, -7, i, 0.8, 3.2, 1.7, 4.2, -1.9, 1221, i, 50, -0.09, 1261, 3, 728, i, 3, -0.4%
13: COc1ccc(CN(C)C(=O)C23CC4CC(CC(C4)C2)C3)c(OC)c1
    x, x, i, 0.5, x, x, x, x, x, i, 13, x, x, -8, 854, x, x, -0.5%
14: COC(=O)c1ccc(NC(=S)NC(=O)c2cccnc2)cc1
    x, x, i, 0.3, x, x, x, x, x, i, 49, x, x, 1, 839, x, x, 0.1%
15: CCOc1nc(C)cc(C)c1S(=O)(=O)c1cccc(C)c1
    -11, -14, x, x, 3.1, 2.2, 10.0, -0.8, 1506, i, 52, -1.1, 1407, -8, 709, i, -6, -1.1%
16: CC(C)N1CCN(c2ccc(S(=O)(=O)N3CCOCC3)cn2)CC1
    x, x, i, 1.1, x, x, x, x, x, i, 23, x, x, -2, 703, x, x, -0.5%
17: CC(=O)c1ccc(OCc2cc(C(=O)N3CCC[C@H]3CO)no2)cc1
    x, x, i, 3.1, x, x, x, x, x, i, 24, x, x, 5, 690, x, x, 0.1%
18: CCCC(=O)Nc1nnc(SCC)s1
    -9, -9, i, 0.3, 2.2, 4.0, 8.0, 1.5, 934, i, 19, 0.14, 1215, -2, 612, i, -2, -0.1%
19: O=C(N/N=C/c1ccccn1)c1ccco1
    -2, 15, i, 0.2, 1.6, 1.5, 6.8, -1.0, 1378, i, 27, 0.1, 1495, x, x, i, -19, 0.3%
20: Cc1ccc(C(=O)NCC(=O)OCC(=O)NC2CCS(=O)(=O)C2)cc1C (stereo not drawn)
    -5, -2, i, 0.7, 3.1, 2.5, 4.9, -0.3, 938, i, 33, -0.13, 1310, 22, 480, i, 3, 0.1%
21: COCC(C)NS(=O)(=O)c1ccc(C)cc1 (stereo not drawn)
    19, 21, i, 1.4, 2.7, 1.8, 7.7, -1.5, 1227, i, 38, 0.06, 1032, -8, 695, i, 1, 0.7%
22: COc1cccc(N2CCN(c3nc(-c4ccccc4C)cc(=O)[nH]3)CC2)c1
    x, x, i, 0.8, x, x, x, x, x, i, 54, x, x, 1, 873, x, x, -2.2%
23: COc1ccc(C2c3sc(=O)[nH]c3SC3C(=O)N(c4ccccc4)C(=O)C32)cc1 (stereo not drawn)
    15, 4, i, 1.8, 1.9, 2.2, 5.2, 1.0, 1051, i, 37, -1.5, 1788, -1, 672, x, x, -0.1%
24: Cc1ccc(C(=O)NCCCNc2ccc(C(F)(F)F)cc2[N+](=O)[O-])cc1
    12, -4, i, 0.2, 2.2, 2.0, 6.0, -2.4, 1155, i, 31, 0.11, 1483, -1, 688, i, -1, -0.5%
25: CC(=O)c1c(C)[nH]c(C(=O)OCC(=O)N2CCc3ccccc32)c1C
    7, 0, i, 0.4, 2.1, 2.2, 5.7, 4.0, 1391, i, x, -0.39, 1063, x, x, i, 2, -0.3%
26: O=C(/C=C/c1ccco1)OCC(=O)c1cccc([N+](=O)[O-])c1
    x, x, i, 0.9, x, x, x, x, x, i, 10, x, x, -100, 561, x, x, -0.2%
27: CN(C)CCNC(=O)C1CCN(S(=O)(=O)c2ccc3ccccc3c2)CC1
    x, x, i, 0.2, x, x, x, x, x, i, 6, x, x, 23, 817, x, x, -0.2%
28: O=C1CCC(=O)N1c1ccc(S(=O)(=O)Nc2ccc(Br)cc2)cc1
    x, x, u, x, x, x, x, x, x, i, 34, x, x, -33, 768, x, x, -0.6%
29: CC(C)CCNC(=O)COc1ccc(C(=O)c2ccccc2)cc1
    3, -17, i, 1.3, 1.9, 2.2, 1.1, -2.4, 1124, i, 19, -0.36, 1339, -14, 544, i, -1, -1.9%
30: O=C(NCCCn1ccnc1)c1ccc(F)cc1
    x, x, i, 0.8, x, x, x, x, x, i, 38, x, x, -14, 756, x, x, 0.0%
31: CCCCOc1ccc(N(CC(=O)NCC2CCCO2)C(=O)CCC(=O)Nc2cc(C)ccn2)cc1 (stereo not drawn)
    24, 7, i, 0.3, 2.5, 1.2, 0.5, -0.7, 1087, i, 45, -0.05, 1123, 0, 744, i, 5, 0.1%
32: CCOc1cc(/C=C2\CCCC(C(=O)C(F)(F)F)=C2O)ccc1O
    13, -18, i, 0.5, 3.1, 2.1, 4.6, 0.3, 540, i, 7, 1.1, 1245, 25, 626, i, -4, -0.5%
33: COc1ccccc1CN1CC(C(=O)NCc2cccc(Cl)c2)CCC1=O (stereo not drawn)
    x, x, i, 3.1, x, x, x, x, x, i, 7, x, x, -15, 734, x, x, 0.1%
34: Cc1ccc(CSCCNC(=O)CN(c2ccccc2)S(C)(=O)=O)cc1
    -1, 8, i, 0.0, 5.9, 2.7, 7.6, -6.4, 1057, i, 46, 0.48, 1594, -14, 645, i, 4, -0.9%
35: CCOC(=O)CC(=O)N/N=C/c1c(N)n(C)c(=O)n(C)c1=O
    10, 6, i, 0.1, 3.4, 1.8, 10, 1.5, 621, i, 52, x, x, 3, 736, i, 10, 0.9%
36: CC(NC(=O)COC(=O)c1ccc2ccccc2n1)C1CC2CCC1C2 (stereo not drawn)
    17, 15, i, 0.3, 3.7, 4.3, 4.8, 0.7, 1092, i, 24, 0.32, 1448, 16, 716, i, -1, -0.6%
37: COc1ccc([C@H]2[C@@H]3C=CCC[C@@]3(C)C(=O)N2Cc2ccccc2)cc1Cl
    x, x, i, 2.8, x, x, x, -1.8, 1195, i, 30, x, x, 9, 682, x, x, -0.9%

High-throughput results deposited in PubChem BioAssay by several laboratories.
